ALOX15 inhib: inhibitors of human 15-lipoxygenase (ALOX15) | Potency, µM (highest dose often 57.1 µM), for the others: top-dose activity change, negative = inhibition, actives largely listed as inhibitors | P16050 | AID 887 | purified 15hLO-1, xylenol orange hydroperoxide absorbance | 74,000 tested, 1.4% active; also: potency is read from the fitted curve at half-maximal effect; % is scaled to controls: 0 for no effect and ±100 for the full control effect; nearly all actives have a fitted effect of over 55% in size
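Compounds were preincubated 15 min at room temperature with 40 nM purified human enzyme (25 mM Hepes pH 7.5, 0.01% Triton X-100); 50 uM arachidonic acid reacted 6 min. Fe-xylenol orange detection, 30 min, absorbance ratio 573/405 nm.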
Luciferase inh: inhibitors of firefly luciferase; P08659; purified firefly luciferase, luminescence, 8 min; Potency, µM (series often up to 57.1 µM), without a hit: top-dose activity change, negative = inhibition, usual class: inhibitors; 72,000 tested, 2.2% active; also: potency is read from the fitted curve at half-maximal effect; % is scaled to controls: 0 for no effect and ±100 for the full control effect; nearly all actives have a fitted effect of over 40% in size
Target sequence (P08659 whole entry, looked up): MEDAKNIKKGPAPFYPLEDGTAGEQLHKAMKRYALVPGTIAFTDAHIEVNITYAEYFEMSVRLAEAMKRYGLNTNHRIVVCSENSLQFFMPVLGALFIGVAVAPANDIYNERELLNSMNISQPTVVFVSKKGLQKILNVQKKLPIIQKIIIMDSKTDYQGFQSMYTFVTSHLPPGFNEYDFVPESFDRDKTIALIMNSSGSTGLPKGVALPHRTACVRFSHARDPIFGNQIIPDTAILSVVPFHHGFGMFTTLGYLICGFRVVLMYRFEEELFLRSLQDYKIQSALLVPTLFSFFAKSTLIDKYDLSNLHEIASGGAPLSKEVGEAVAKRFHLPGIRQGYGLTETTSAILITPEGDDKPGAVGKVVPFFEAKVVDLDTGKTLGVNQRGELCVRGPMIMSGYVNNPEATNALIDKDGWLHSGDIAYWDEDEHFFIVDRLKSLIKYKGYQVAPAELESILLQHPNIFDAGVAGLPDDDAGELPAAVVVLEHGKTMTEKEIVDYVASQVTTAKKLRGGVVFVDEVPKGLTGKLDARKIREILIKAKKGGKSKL
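Inhibition of light generation by firefly luciferase from ATP and luciferin was profiled with concentration-response curves per sample, ATP held at 10 uM within the enzyme's linear range. Plates were read by luminescence after an 8-minute ambient incubation.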
CRE Fsk mod: CRE-bla signaling modulation under forskolin stimulation | Potency, µM (highest dose often 38.2 µM), for inactives: top-dose activity change, negative = inhibition, actives largely listed as activators | CHO CRE-bla reporter (cAMP response element driving beta-lactamase), forskolin EC10, beta-lactamase ratio | 71,000 tested, 2.5% active; active = well fitted activation curve with a large enough effect in the signal ratio, with a control signal flat, not every such curve was filed as active; inconclusive = small, poorly fitted or top-dose-only effect, or effect the other way, or a change in a side signal; the % refers to the signal ratio; also: potency is read from the fitted curve at half-maximal effect; % of control where 0% means no effect
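Titrated compounds plus EC10 NKH 477 on CHO CRE-bla cells, 3 h, 37 °C. CCF4, 2 h RT. Ratio 460/530 nm → AC50.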
HADH2 inhib: HADH2 (human) dehydrogenase inhibition. recombinant HADH2, NADH fluorescence, beta-hydroxybutyryl-CoA. Potency, µM (titrated, usually from 57.1 µM), without a hit: top-dose activity change, negative = inhibition, usual class: inhibitors. 73,000 tested, 3.4% active; also: potency is read from the fitted curve at half-maximal effect; % is scaled to controls: 0 for no effect and ±100 for the full control effect; nearly all actives have a fitted effect of over 60% in size; many of its hits are not listed in these tables
Target sequence (Q99714 whole entry, looked up, one chain of several): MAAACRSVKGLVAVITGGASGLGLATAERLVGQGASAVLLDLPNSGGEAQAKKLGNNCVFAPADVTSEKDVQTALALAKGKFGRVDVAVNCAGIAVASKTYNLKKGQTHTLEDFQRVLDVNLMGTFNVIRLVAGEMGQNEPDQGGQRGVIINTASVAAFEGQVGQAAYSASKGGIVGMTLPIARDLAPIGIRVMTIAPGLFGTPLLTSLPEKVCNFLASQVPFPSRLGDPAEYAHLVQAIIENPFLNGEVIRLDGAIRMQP
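Read-out: 360 nm excitation, 450 nm emission, kinetic over 4 min. Conditions: His-tagged human HADH2 20 nM, pH 9.0 Tris with Tween-20, 1 mM NAD+, 90 uM beta-hydroxybutyryl-CoA.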
ERK AVP block: vasopressin-driven ERK pathway inhibition; HEK293-V1b, vasopressin-stimulated pERK AlphaScreen; Potency, µM (highest dose often 57.5 µM), for the others: at the top dose activity, negative = inhibition, usual class: inhibitors; 72,000 tested, 0.99% active; also: potency is read from the fitted curve at half-maximal effect; % is scaled to controls: 0 for no effect and ±100 for the full control effect; nearly all actives have a fitted effect of over 55% in size
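qHTS, compounds titrated on V1b-expressing HEK293 cells. Preincubation 30 min at 37C, vasopressin 25 nM for 5 min, lysis 10 min, bead incubation 5 hr at room temperature.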
HBB splicing: hemoglobin beta splicing modulation; AID 925; Potency, µM (top dose mostly 46.1 µM), inactives show at the highest dose activation, hits mostly activators; HBB splicing reporter cell assay, activation; EGFP reporter with mutant IVS2-654 intron; response scale: normalised to 500 nM splice-correcting PNA; 65,000 tested, 0.06% active; also: potency is read from the fitted curve at half-maximal effect; 0% is about no effect
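HeLa cells stably expressing EGFP interrupted by mutant beta-globin intron 2 (IVS2-654), 500/well in 2% FCS. Treated with compound for 2 days at 37C. Splicing correction scored as total well GFP intensity (488 nm excitation, 500-520 nm emission); 500 nM antisense PNA served as control.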
Texas Red fluor: compounds fluorescent in Texas Red spectral region; Compound fluorescence, Texas Red channel, 547/618 nm; stronger effect = higher value; max dye-equivalent concentration, M; 59,000 tested, 0.06% active; AID 587; in the data active = max dye-equivalent concentration above about 10 nM; inconclusive = between about 1.1 nM and that limit
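Dye-equivalent concentrations come from scaling compound signal (ex 547, em 618 nm) to six Texas Red standard concentrations run on every plate, after 15 min room-temperature incubation in pH 8.0 Tris (100 mM).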
Rhodamine fluor: compound autofluorescence in rhodamine spectral region. AID 594. Rhodamine-region fluorescence, 547/598 nm, Tris buffer; stronger effect = higher value. max dye-equivalent concentration, M. 59,000 tested, 0.05% active; in the data active = max dye-equivalent concentration above about 11 nM; inconclusive = between about 1.1 nM and that limit
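A six-point rhodamine series on each plate calibrates the signal. Compounds sit in 100 mM Tris (pH 8.0) for 15 min at ambient temperature before imaging through 547 nm/598 nm filters.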
Hsp90 Hop PPI: changes Hsp90-Hop TPR2A binding signal, up or down; AID 595; Potency, µM (top dose mostly 57 µM), without a hit: at the top dose activity change, negative = inhibition; 71,000 tested, 0.44% active; AlphaScreen TPR2A-His6 binding biotin-Hsp90 C-terminal peptide; active = well fitted curve in either direction with a large enough effect; inconclusive = small, poorly fitted or top-dose-only effect, or another doubt; also: potency is read from the fitted curve at half-maximal effect; % is scaled to controls: 0 for no effect and ±100 for the full control effect; many of its hits are not listed in these tables
DNA Pol III inh: blocks replication by bacterial DNA polymerase III holoenzyme; reconstituted DNA polymerase III holoenzyme replication, biochemical; Potency, µM (doses to about 57.1 µM), for inactives: at the highest dose activity change, negative = inhibition; 71,000 tested, 0.25% active; also: potency is read from the fitted curve at half-maximal effect; % is scaled to controls: 0 for no effect and ±100 for the full control effect
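Reconstituted *E. coli* holoenzyme (0.35 nM Pol III, 1 nM beta, 154 nM SSB, 2 nM primase) was preincubated with compound for 15 min at RT. Synthesis on 1.4 nM ssM13Gori ran 35 min, then was stopped with PicoGreen/EDTA and read as dsDNA fluorescence.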
Tau filament bind: binds recombinant human tau filaments | P10636 | recombinant tau filaments, thioflavin S fluorescence, 15 h; filaments grown with octadecylsulfate alongside compound | Potency, µM (top dose mostly 57.1 µM), for the others: at the top dose activity change, negative = inhibition | 71,000 tested, 2% active | AID 596;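 also: potency is read from the fitted curve at half-maximal effect; % is scaled to controls: 0 for no effect and ±100 for the full control effect; actives lower thioflavin S fluorescence by blocking filaments or displacing dye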
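Quantitative HTS: thioflavine S signal from ODS-induced tau filaments, excited at 450 nm, emission 510 nm. Conditions: 1 uM tau, 30 uM ODS, 15 h at 37 C, pH 7.4.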
Numbers without * were called inactive; i = inactive; ? = inconclusive; / = not tested or not shown; [ ] = dose if it differs, or a comment. Unless noted, calls follow the shape of the dose curve; as a rule, active = well fitted curve in the direction sought with a large enough effect; inconclusive = small, poorly fitted or top-dose-only effect, or another doubt; inactive = no such curve, though single readings can be large; an effect the other way counts as inactive or inconclusive. This is a subset (hit frequency here may not be typical).

SMILES,Tau filament bind,Luciferase inh,Hsp90 Hop PPI,CRE Fsk mod,DNA Pol III inh,Rhodamine fluor,Texas Red fluor,ERK AVP block,HBB splicing,HADH2 inhib,ALOX15 inhib
CCc1cc2c(=O)c(-c3nc4ccccc4n3C)c(C(C)C)oc2c(CN2CCN(C)CC2)c1O,-3%,1%,-4%,7%,0%,/,/,-12%,-1.0%,?,3%
COc1ccc(N2C(=O)C3C4C=CC(C4)C3C2=O)nn1 (stereo not given),0%,3%,-1%,-1%,-9%,i,i,-12%,-0.2%[57.5 µM],8%,13%
Cc1nc2c(O)cccc2c(=O)[nH]1,?,-2%,-16%,24%,-2%,/,/,9%,/,-5%,-10%[25.6 µM]
CCCCOC(=O)Nc1nnc(COc2ccccc2)s1,-1%,2%,1%,7%,-4%,/,/,18%,-0.6%[9.22 µM],-7%,0%
c1csc(Cc2nc3ccccc3[nH]2)c1,5%,-4%,-4%,?,3%,i,i,4%,-1.5%,6%,6%
CCN1CCCC1CNC(=O)Cn1cnc2ccc(S(=O)(=O)N3CCC(C)CC3)cc2c1=O (stereo not given),11%,4%,?,-16%,-8%,i,i,2%,0.4%,18%,1%
COC(=O)C1=C(N)OC2=C(C(=O)CC(C)(C)C2)C1c1ccoc1 (stereo not given),2%,2%,-2%,3%,-4%,i,i,-9%,/,1%,0%
C(=N\c1nccs1)/c1c[nH]c2ccccc12,-4%[11.4 µM],3%,-5%[11 µM],?,-11%[11.4 µM],/,/,-3%,0.4%[0.0738 µM],?,-2%[11.4 µM]
c1ccc(-c2ccccc2-n2cnnn2)cc1,-11%,0%,2%,-5%,-4%,/,/,20%,-0.6%[9.22 µM],-4%,-2%
N#C/C=C1\Sc2ccccc2C(=O)N1CC(=O)N1CCN(S(=O)(=O)c2ccccc2)CC1,-25%,-22%,3%,0%,8%,i,i,-15%,-1.4%[57.5 µM],?,-8%
Cc1ccc(S(=O)(=O)NCc2ccccc2)cc1,?,-8%,2%,11%,-1%,/,/,13%,/,4%,-2%[25.6 µM]
COc1cc2nc(CN3CCN(c4ncc(C(F)(F)F)cc4Cl)CC3)[nH]c(=O)c2cc1OC,1%,9%,0%,-8%,2%,i,i,-7%,-1.1%,20%,8%
COc1cccc(N2CC(C(=O)Nc3c(C)cccc3C)CC2=O)c1 (stereo not given),-4%,-1%,-2%,-6%,-3%,i,i,1%,0.2%,12%,8%
Cc1ccc(-c2nnn(CC(=O)N3CCN(c4nc5ccccc5s4)CC3)n2)cc1,10%,-1%,-1%,-4%,-2%,i,i,22%,-2.5%,29%,-20%
O=C1C2C(C(=O)N1Cc1ccco1)C1C=CC2C12CC2 (stereo not given),-7%,2%,-1%,?,-3%,i,i,-3%,1.2%,13%,-2%
CC1CCCN(CC(O)COc2ccc(Cl)cc2)C1 (stereo not given),-10%,2%,-1%,-11%,-5%,i,?,19%,-0.3%[57.5 µM],36%[activator],-2%
Cc1cccc(NCc2ccccc2O)c1C,-15%,1%,?,-19%,-7%,i,i,?,8.0%,-14%,-5%
Cc1noc(C)c1COC(=O)Cc1ccc(Cl)c(Cl)c1,6%,2%,?,3%,12%,i,i,34%,-3.1%[57.5 µM],0%,25µM*
C=CCNS(=O)(=O)c1ccc(OC)c(C)c1,-14%,3%,3%,?,-5%,i,i,?,0.3%,11%,6%
Cc1cc(NCCN(C)C)n2nc(-c3cccs3)cc2n1,10%,-5%,2%,?,-5%,i,i,-1%,-2.3%,-20%,3%

Quoted at random: 4 compounds from above
SMILES,Tau filament bind,Luciferase inh,Hsp90 Hop PPI,CRE Fsk mod,DNA Pol III inh,Rhodamine fluor,Texas Red fluor,ERK AVP block,HBB splicing,HADH2 inhib,ALOX15 inhib
N#C/C=C1\Sc2ccccc2C(=O)N1CC(=O)N1CCN(S(=O)(=O)c2ccccc2)CC1,-25%,-22%,3%,0%,8%,i,i,-15%,-1.4%[57.5 µM],?,-8%
CCc1cc2c(=O)c(-c3nc4ccccc4n3C)c(C(C)C)oc2c(CN2CCN(C)CC2)c1O,-3%,1%,-4%,7%,0%,/,/,-12%,-1.0%,?,3%
COc1ccc(N2C(=O)C3C4C=CC(C4)C3C2=O)nn1 (stereo not given),0%,3%,-1%,-1%,-9%,i,i,-12%,-0.2%[57.5 µM],8%,13%
Cc1ccc(S(=O)(=O)NCc2ccccc2)cc1,?,-8%,2%,11%,-1%,/,/,13%,/,4%,-2%[25.6 µM]

Other structures.
SMILES,Tau filament bind,Luciferase inh,Hsp90 Hop PPI,CRE Fsk mod,DNA Pol III inh,Rhodamine fluor,Texas Red fluor,ERK AVP block,HBB splicing,HADH2 inhib,ALOX15 inhib
CCc1ccccc1N1CSC2=C(C#N)C(c3ccccc3F)CC(=O)N2C1 (stereo not given),30%,-14%,-11%,-14%,-7%,/,/,-22%,0.0%,?,3.2µM*
Cc1ccc(S(=O)(=O)O)c(C)c1N1CCCC1=O,3%,1%,0%,-3%,2%,i,i,0%,1.3%,13%,9%
Cc1ccc(Cn2c(SCc3cccnc3)nc3c2c(=O)n(C)c(=O)n3C)cc1,8%,-4%,-3%,?,-4%,i,i,-22%,-0.2%[57.5 µM],1%,-6%
COc1ccccc1-c1cc(C(=O)Nc2cc(C)n(Cc3ccc(Cl)cc3)n2)no1,274%,-1%,2%,9%,6%,i,i,-6%,-1.2%,5%,-18%
Cc1cc(=O)oc2c(CN3CCOCC3)c(O)ccc12,18%,1%,-1%,?,-8%,/,/,-3%,-0.6%[9.22 µM],195%[activator],4%
CNC(=O)/C(=N\O)c1ccccc1,-3%,2%,-2%,9%,-2%,i,i,-4%,-0.3%[57.5 µM],9%,7%
C=CCNc1nc(N)c(C(=O)Nc2cc(C)on2)s1,171%,20µM*,-5%,-7%,-7%,i,i,1%,-0.9%,-10%,6%
CN(C)c1ccc(/C(=N\O)c2ccccc2)cc1,-12%,-5%,-10%,-3%,-6%,/,/,-13%,0.3%[9.22 µM],-10%,-10%
Cc1ccc(-c2nn3c(C)nnc3s2)cc1NC(=O)c1cccnc1,2%,5%,0%,13%,-3%,i,i,14%[11.5 µM],/,0%,4%
CCOC(=O)CCc1nc2ccccc2[nH]1,4%,-2%,1%,0%,-6%,i,i,0%,-3.2%,0%,-10%
CCOC(=O)N1CCC(NCCNC(=O)c2ccc(Cl)cc2)CC1,-4%,-2%,-2%,-2%,0%,i,i,-4%,/,-4%,-16%
OC[C@@H]1NC[C@@H](O)[C@H]1O,-6%,3%,-8%,3%,-6%,i,i,23%,1.2%,-1%,10%
Cc1cc(C(N)=O)c2cc(Br)ccc2n1,14%,0%,-5%,-1%,-2%,/,/,-8%,1.5%,0%,9%
O=C(NCc1ccco1)C1CCN(S(=O)(=O)N2CCC3(CC2)OCCO3)CC1,-11%,2%,-4%,-10%,1%,i,?,23%,0.6%,0%,9%
Cc1n[nH]c(C)c1S(=O)(=O)N1CCN(c2ccccn2)CC1,-1%,1%,1%,-2%,-4%,i,i,2%,0.6%,3%,3%
CN(Cc1ccco1)c1nc(-c2cccnc2)nc2ccccc12,14%,-1%[2.29 µM],-5%,2.5µM*,-5%,i,i,?,0.0%,-22%,2%
CC(C)(C)Nc1c(N)c(=O)oc2ccccc12,-5%[11.4 µM],3%,-7%[11 µM],?,-2%[11.4 µM],/,/,-20%,-1.2%[0.0738 µM],0%[11.4 µM],0%[11.4 µM]
Cc1ccc(C(=O)Nc2ncc(Cc3ccc(F)cc3)s2)o1,3%,20µM*,0%,?,-3%,i,i,6%,0.0%[57.5 µM],7%,17%
N#CC1=C(N)C(C#N)(C#N)C(c2ccc[nH]2)C2CCCC=C12 (stereo not given),149%,1%,-4%,1%,-7%,i,i,?,/,?,-27%
COc1ccc2[nH]cc(CCNC(C)=O)c2c1,3%,2%[11.4 µM],-7%,1%,-1%,i,i,-3%,-0.7%,2%,-4%
Cc1ccc(N(O)C(=O)OCCNC(=O)Nc2ccccc2)cc1,3%,1%,-3%,4%,-6%,i,?,0%,0.3%,7%,-23%

Screens as filed in PubChem.
